Bioassay records deposited in PubChem by several laboratories.
FXIa inh 1536 – inhibitors of human coagulation factor XIa | inhibition, % at 5 µM | P03951 | hit rate 0.14% among 220,000 | purified FXIa, Boc-Glu-Ala-Arg-AMC fluorogenic substrate | AID 798;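 active = inhibition of at least 40%; inactive = inhibition below 40%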;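 also: fluorescence of freed AMC excited at 355 nm; 0% = enzyme without compound and 100% = no enzyme blank; many of its hits are not listed in these tables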
FXIIa inh – inhibitors of human coagulation factor XIIa | P00748 | purified FXIIa, Boc-QGR-AMC fluorogenic substrate, 2 h | inhibition, % at 5 µM | hit rate 0.3% among 220,000; in the data active = inhibition above about 40%;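 also: 0% = enzyme with no compound and 100% = blank without enzyme; many of its hits are not listed in these tables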
Thrombin inh – blocks human thrombin protease activity | P00734 | alpha-thrombin, Boc-VPR-AMC fluorogenic substrate cleavage | inhibition, % at 5 µM | hit rate 0.26% among 220,000 | AID 1046;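 active = inhibition at or above 40%; inactive = inhibition below 40%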;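 also: 0% = enzyme with no compound and 100% = wells without enzyme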
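Test system: human alpha-thrombin; medium: pH 7.5 Tris-saline with Tween 20; times: reaction at room temperature; signal: AMC fluorescence at 355 nm excitation and 460 nm emission; also added: Boc-VPR-AMC substrate, 15 µM final; dosing: one concentration per compound, 5 µM, with 0.2% DMSO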
PERK inh – blocks human PERK kinase; CHO PERK-DD fusion, SEAP luminescence translation reporter; Q9NZJ5; AID 1416; inhibition, % at 5.6 µM; hit rate 0.17% among 220,000;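 active = inhibition above the mean inhibition of all tested compounds plus 3 SD, set separately per screening campaign, cut at about 2.9% in these data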;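 also: PERK kinase domain activated by AP20187 dimerizer at 100 nM; 0% = DMSO with dimerizer and 100% = rapamycin at 8.4 µM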
Furin inh – human furin inhibition; hit rate 0.061% among 220,000; inhibition, % at 30 µM; purified furin, fluorogenic substrate cleavage; in the data active = inhibition above about 25%; also: inactives centre near -15
KLK5 inh – inhibitors of human kallikrein 5 | Q9Y337 | recombinant hK5, fluorogenic AMC substrate cleavage | inhibition, % at 5 µM | hit rate 0.59% among 210,000 | AID 873;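 active = inhibition of 40% or more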;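 also: 0% = enzyme controls without compound and 100% = no-enzyme blanks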
Target sequence (Q9Y337 67-293 limits assumed): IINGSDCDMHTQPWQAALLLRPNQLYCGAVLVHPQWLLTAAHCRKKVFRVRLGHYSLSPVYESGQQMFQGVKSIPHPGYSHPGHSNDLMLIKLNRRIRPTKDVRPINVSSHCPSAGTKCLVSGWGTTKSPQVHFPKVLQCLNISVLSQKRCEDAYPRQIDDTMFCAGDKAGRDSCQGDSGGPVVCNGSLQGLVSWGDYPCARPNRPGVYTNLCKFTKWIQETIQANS
p97 ATPase inh – human p97 ATPase inhibition; recombinant p97 ATPase, Kinase-Glo ATP luminescence, 3 h; hit rate 0.42% among 220,000; inhibition, % at 8 µM; P55072; AID 1481; in the data active = inhibition above about 15%;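 also: 0% = DMSO vehicle and 100% = wells lacking enzyme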
Wee1 stabilizer – human Wee1 degradation inhibition, primary screen; P30291; HeLa Luc-Wee1K328M stability, luciferase luminescence; 100% = proteasome inhibitor MG132 effect; reporter increase, % at 5 µM; hit rate 1.2% among 220,000;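 active = activation above the mean of all tested compounds plus 3 SD, set per screening run, cut at about 8.8% in these data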;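 also: cells exposed to compound for 20 h before luminescence read; 0% = DMSO alone and 100% = MG132 at 30 µM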
Target sequence (P30291 whole entry K328M): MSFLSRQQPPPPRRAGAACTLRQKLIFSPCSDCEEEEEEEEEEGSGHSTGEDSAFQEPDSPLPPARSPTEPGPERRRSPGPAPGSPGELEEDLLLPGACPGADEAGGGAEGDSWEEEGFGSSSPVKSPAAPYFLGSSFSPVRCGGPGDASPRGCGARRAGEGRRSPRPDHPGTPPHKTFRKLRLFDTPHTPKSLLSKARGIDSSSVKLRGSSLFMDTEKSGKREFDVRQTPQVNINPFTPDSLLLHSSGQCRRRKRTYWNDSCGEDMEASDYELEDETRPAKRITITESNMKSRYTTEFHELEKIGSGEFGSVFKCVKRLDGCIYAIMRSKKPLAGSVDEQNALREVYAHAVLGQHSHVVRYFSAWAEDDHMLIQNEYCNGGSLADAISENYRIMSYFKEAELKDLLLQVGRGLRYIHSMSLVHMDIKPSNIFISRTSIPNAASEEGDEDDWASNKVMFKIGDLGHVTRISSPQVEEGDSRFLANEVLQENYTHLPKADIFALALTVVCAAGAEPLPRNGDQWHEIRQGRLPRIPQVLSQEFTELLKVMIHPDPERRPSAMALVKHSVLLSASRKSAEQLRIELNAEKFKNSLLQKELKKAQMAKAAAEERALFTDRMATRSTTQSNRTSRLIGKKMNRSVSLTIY
KCC2 mod – modulates chloride dependent transport by human KCC2 | Q9H2X9 | KCC2 cells, thallium flux FluoZin-2 fluorescence | B-score of Tl+ flux slope (higher = more flux/activation; lower = inhibition) at 10 µM | hit rate 2.2% among 190,000 | AID 1456;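 active = thallium flux slope and its plate-corrected score both differing from the plate sample mean at a set confidence after two filtering rounds, in either direction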;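 also: slope of fluorescence scaled to starting intensity during 10 to 20 s after thallium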
* marks the source's active call; other numbers are inactive results; . = not tested or not shown; [ ] = dose if it differs, or a comment.

nr	FXIa inh 1536	FXIIa inh	Thrombin inh	PERK inh	Furin inh	KLK5 inh	p97 ATPase inh	Wee1 stabilizer	KCC2 mod	structure
1	-2.2	19.1	-2.0	1.4	-16.7[20 µM]	1.9	2.5	-1.9	-1.91	Cc1c(NC(=O)C2CCN(S(=O)(=O)c3ccc(Cl)cc3)CC2)c(=O)n(-c2ccccc2)n1C
2	-1.1	9.1	-5.0	-0.2	-14.4	-3.0	1.0	8.2	-0.305	Cc1cc(C(=O)CN2C(=O)NC(C)(CC(C)C)C2=O)c(C)n1-c1ccc2c(c1)OCO2 (stereo unspecified)
3	8.3	12.4	4.6	0.6	3.1	-3.4	6.9	2.1	0.218	Cc1ccc(F)c(NC=C2C(=O)OC(C)(C)OC2=O)c1
4	3.3	7.1	.	0.7	-16.3	0.8	6.4	-3.5	0.025	COc1ccc2cc(/C=N/O)c(Cl)nc2c1
5	2.7	14.9	3.1	0.7	3.4	-6.4	-1.6	-0.9	.	O=[N+]([O-])c1ccc(N2CCCCC2)cc1N1CCOCC1
6	2.2	10.3	-4.2	0.3	-8.0	19.1	-0.5	-1.9	0.0513	O=C(Nc1ccccn1)c1ccc2nc(-c3ccccc3)c(-c3ccccc3)nc2c1
7	-6.5	12.5	-0.4	1.1	-24.1	7.6	2.8	-2.2	0.792	N#Cc1c(N)nc(SCC(=O)NC2CCCCC2)c(C#N)c1-c1ccc(Cl)cc1
8	-2.3	2.3	-6.5	.	-16.6	0.0	.	.	-0.119	COc1cc(NC(=O)c2ccno2)cc(C(=O)Nc2cccc(C(F)(F)F)c2)c1
9	-0.7	4.9	-1.6	2.6	-23.7	.	1.6	-3.6	0	Cc1ccc(C2(c3noc(CN(C)Cc4ccccn4)n3)CCCC2)cc1
10	-0.3	13.2	-1.9	0.9	-17.3	-21.9	1.4	4.1	1.66	Cc1cccc(NC(=O)C2C(C(=O)O)C3C=CC2C32CC2)c1C (stereo unspecified)
11	0.0	11.3	0.3	0.9	3.0	2.7	2.2	2.4	0.00768	O=C(CN1CCOCC1)Nc1ccc2c(c1)OC(F)(F)O2
12	-3.5	2.4	-10.2	-0.1	-12.8[20 µM]	-14.0	0.9	0.0	-1.04	CN(Cc1nc2ccccc2c(=O)[nH]1)Cc1cc(=O)oc2ccc3ccccc3c12
13	1.8	1.6	-0.9	0.4	-15.2	4.5	-3.2	-3.4	.	Cc1ccc(CC(CC(=O)O)C(=O)NC2CCCCC2)cc1 (stereo unspecified)
14	-2.5	1.9	1.8	0.2	-13.8	-1.9	2.8	-0.7	-1.09	CC(=O)N1CCN(c2ncnc3sc(-c4ccccc4)cc23)CC1
15	0.1	3.5	-1.3	0.9	-28.1[20 µM]	2.8	-4.5	6.7	0.92	O=C(NCCN1CCOCC1)c1cccc(Cl)c1
16	16.2	34.8	1.2	-0.1	-16.6	-26.7	-1.0	8.1	1.08	COCCn1nnnc1CN(Cc1cccnc1)Cc1cc2cc(OC)ccc2[nH]c1=O
17	-2.2	5.7	-8.5	0.1	-17.6	-0.6	0.5	1.6	0.0103	Cc1ccnc(NS(=O)(=O)c2ccc(NC(=O)/C=C/c3ccccc3)cc2)n1
18	5.1	15.0	3.3	0.0	-22.5	-4.1	-2.1	-0.1	-0.615	CNC(=O)c1ccccc1S(=O)c1ccccc1C#N (stereo unspecified)
19	5.8	5.7	3.9	0.2	-35.7	-14.0	1.4	-2.7	0.0108	COc1cc(NC(=S)NC(=O)C(C)C)ccc1NC(=O)c1cc2ccccc2o1
20	-2.9	6.0	-8.1	0.1	-29.5	-2.2	0.2	-2.4	-0.287	CC(C)(O)C#Cc1ccc(CN2CCCC(CO)(Cc3cccc(Cl)c3)C2)cc1 (stereo unspecified)

Whole records, looked up by structure. Order of screens: FXIa inh 1536 | FXIIa inh | Thrombin inh | PERK inh | Furin inh | KLK5 inh | p97 ATPase inh | Wee1 stabilizer | KCC2 mod
CN(Cc1nc2ccccc2c(=O)[nH]1)Cc1cc(=O)oc2ccc3ccccc3c12 is listed with -3.5 | 2.4 | -10.2 | -0.1 | -12.8[20 µM] | -14.0 | 0.9 | 0.0 | -1.04
O=C(CN1CCOCC1)Nc1ccc2c(c1)OC(F)(F)O2 is listed with 0.0 | 11.3 | 0.3 | 0.9 | 3.0 | 2.7 | 2.2 | 2.4 | 0.00768

(list continues)
nr	FXIa inh 1536	FXIIa inh	Thrombin inh	PERK inh	Furin inh	KLK5 inh	p97 ATPase inh	Wee1 stabilizer	KCC2 mod	structure
21	-1.4	8.0	-3.9	0.3	-17.7	-4.2	1.0	2.7	-0.624	CC(C)(c1ccccc1)c1ccc(OCCN)cc1
22	0.1	11.2	-0.7	1.3	-17.6	-5.3	4.9	3.8	.	CC(C)(C)c1n[nH]c2c1CCCC2
23	-13.9	-16.4	-3.5	-0.8	8.9	-41.8	-21.4	-0.5	.	CN(C)c1ccc(-c2nc3ccccc3n2C)cc1
24	-3.3	6.4	-5.7	1.1	-29.5	-1.0	2.3	2.1	-0.936	CSc1nnc([C@@H]2CCCN2C(=O)OC(C)(C)C)o1
25	-6.0	11.2	-1.3	-0.4	-17.3[20 µM]	-7.2	-1.1	7.3	-0.472	CCC(C)C(NC(=O)C1CCC(C)CC1)C(=O)Nc1cc(OC)ccc1OC (stereo unspecified)
26	-4.6	9.3	-13.8	-0.2	-21.6	-0.1	-2.0	0.0	0.213	Cc1cccc(-n2cc(CN(C)Cc3nccn3C)c(-c3cccc(F)c3)n2)c1
27	-0.5	5.0	-0.4	0.9	-18.0	-9.6	10.1	-2.2	-0.574	COc1ccc(N(CC(=O)Nc2cccc(C(C)=O)c2)S(C)(=O)=O)cc1OC
28	10.0	7.9	.	0.3	-26.8	1.5	1.4	-4.1	-0.59	CCOC(=O)C1=C(c2ccccc2)NC(=O)NC1c1ccc(OC)c(OC)c1 (stereo unspecified)
29	-4.8	14.2	-0.8	-0.2	-14.4	13.3	2.8	2.1	-0.194	O=C(NCCCN1CCc2ccccc2C1)C1CCN(S(=O)(=O)N2CCCC2)CC1
30	-6.8	0.4	-2.0	-0.1	-10.3	1.2	5.1	-0.9	-0.0562	COCCn1c(SCC(=O)c2ccc(F)cc2)nnc1C(C)C
31	2.6	1.7	-3.5	0.7	-24.3	-12.7	0.8	-4.0	0.0983	CCSc1nnc(NC(=O)CCc2ccc(OC)cc2)s1
32	1.6	5.7	-7.3	0.4	-22.7	4.7	1.9	3.3	1.05	N/C(=N\OC(=O)c1ccco1)c1ccc(Cl)cc1
33	2.3	7.1	-1.1	1.1	-3.7	-3.5	5.7	2.2	0.93	COc1ccc(/C=C(\C#N)C(=O)NC2CCS(=O)(=O)C2)cc1OC (stereo unspecified)
34	12.7	15.3	-0.2	0.1	-4.1	3.3	7.6	0.2	0.648	CCS(=O)(=O)N1Cc2ccccc2CC1C(=O)Nc1nccs1 (stereo unspecified)
35	0.2	7.6	-5.2	0.0	-15.0	.	5.1	2.6	-0.553	COc1cc(NC(=S)N2CCCCC2C)c(OC)cc1Cl (stereo unspecified)
36	-0.7	2.5	-5.8	0.0	0.9	-12.9	-3.9	1.1	-0.876	Cc1cc(C)c2c(N=NN3CCCCC3)[nH]nc2n1
37	1.3	12.7	1.7	1.1	-22.5	.	3.5	-1.2	0.776	CCN(CC)S(=O)(=O)c1ccc(OCCNS(C)(=O)=O)cc1
38	-7.1	-4.7	-7.7	0.6	-36.4	-15.3	-3.1	3.6	-0.507	COc1cc(C2Nc3ccccc3C(=O)N2c2ccc(Cl)cc2)c(Cl)cc1OCC(=O)O (stereo unspecified)
39	-13.9	-7.0	-10.6	-0.5	-9.5	-11.3	-6.1	0.1	0.574	O=C(NC(=S)NCc1cccnc1)c1ccccc1[N+](=O)[O-]
40	-5.1	12.8	0.9	0.3	-15.8	-16.9	-0.4	1.3	-0.0538	CC1(C)NC(=O)N(CCCCOc2ccc3c(c2)CCC3)C1=O
41	-2.2	8.1	3.5	1.4	-23.8	-5.1	2.5	6.0	0.144	COc1cc(NC(=O)Nc2cccc([N+](=O)[O-])c2)cc(OC)c1
42	-0.7	9.0	2.5	0.5	-26.6	1.8	2.2	-3.6	-0.0533	OCC1OC(n2cnc3ccccc32)CC1O (stereo unspecified)
43	7.3	20.1	4.9	-1.3	-11.4[20 µM]	-18.6	-4.2	-1.9	.	CC(=O)c1cc2c(cc1NC(=O)CN1CCCCC1C)OCO2 (stereo unspecified)
44	7.2	10.3	-1.6	-0.2	-21.3	-12.6	2.9	3.0	-2.07	Cc1cc2oc(C(=O)Nc3c(C)n(C)n(-c4ccccc4)c3=O)c(C)c2cc1Cl
45	0.9	2.2	-13.5	1.1	-18.9[20 µM]	-4.2	5.1	2.0	.	CC(NCc1ccco1)C(=O)N1CCc2ccccc2C1 (stereo unspecified)
46	-0.9	4.9	-6.4	-0.2	-27.0	-0.8	5.8	-3.0	-1.42	O=C(CC(c1ccc(F)cc1)c1ccco1)Nc1nccs1 (stereo unspecified)
47	-1.3	7.2	-6.7	-0.6	-14.6	-94.7	-7.2	-1.6	0.0393	Cc1ccn2cc(CCNS(=O)(=O)c3ccc(F)c(C(F)(F)F)c3)nc2c1
48	-1.7	9.9	-0.8	0.5	-32.6	1.5	6.7	0.3	-3.3*	Cc1ccc(NC(=O)CSc2ccc(-c3ccco3)nn2)cc1
49	5.9	5.4	-3.3	0.9	-9.6	-1.9	2.8	0.3	0.872	O=C1CS/C(=N/N=C/c2cccs2)N1
50	6.6	16.1	-9.5	0.7	-6.9	-2.2	2.5	1.0	1.05	CCCNC(=O)Cn1c(=O)cnc2ccccc21

Molecules from the list above containing a nitro group on carbon, in the order listed:
nr	FXIa inh 1536	FXIIa inh	Thrombin inh	PERK inh	Furin inh	KLK5 inh	p97 ATPase inh	Wee1 stabilizer	KCC2 mod	structure
5	2.7	14.9	3.1	0.7	3.4	-6.4	-1.6	-0.9	.	O=[N+]([O-])c1ccc(N2CCCCC2)cc1N1CCOCC1
39	-13.9	-7.0	-10.6	-0.5	-9.5	-11.3	-6.1	0.1	0.574	O=C(NC(=S)NCc1cccnc1)c1ccccc1[N+](=O)[O-]
41	-2.2	8.1	3.5	1.4	-23.8	-5.1	2.5	6.0	0.144	COc1cc(NC(=O)Nc2cccc([N+](=O)[O-])c2)cc(OC)c1

(cont.)
nr	FXIa inh 1536	FXIIa inh	Thrombin inh	PERK inh	Furin inh	KLK5 inh	p97 ATPase inh	Wee1 stabilizer	KCC2 mod	structure
51	-0.7	8.9	-4.6	1.5	-30.8[20 µM]	7.8	-3.5	5.8	0.406	COc1ccc(N2CCN(c3nc(Nc4ccc(F)cc4)nc(OC)n3)CC2)cc1
52	2.4	12.8	-1.2	0.1	-29.4	2.6	4.2	0.0	0.395	COc1ccc(NC(=O)Cn2ccc3c(OC)cccc3c2=O)cc1
53	-3.3	3.1	-3.9	-1.6	-33.1	1.9	4.9	4.6	-0.734	CC(C)n1c(N2CCN(C(=O)NCc3ccccc3)CC2)nc2ccccc21
54	-1.5	2.0	-6.1	0.5	-10.4[20 µM]	1.5	1.9	-0.5	0.339	COC(=O)c1sccc1NC(=S)N1CCCCC1C (stereo unspecified)
